M. tuberculosis HTS – M. tuberculosis growth inhibition, HTS (AID 449762). M. tuberculosis H37Rv growth inhibition, 7H9 media; higher % means a stronger effect. inhibition, % at 25 µM, or IC50 in µM where a hit was titrated. 330,000 compounds, 0.59% hits; in the data active = a potency from the dose series; inconclusive = inhibition above about 70% without an active follow-up result;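 also: bacterial growth assessed after seven days of incubation; strong numbers were not always called active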
Salmonella PhoP GFP – PhoP regulon inhibitors, Salmonella typhi PhoP promoter GFP reporter, confirmatory (AID 1850); inhibition, % at 50 µM, or IC50 in µM where a hit was titrated; 310,000 compounds, 0.33% hits; Salmonella Typhi PhoP-promoter GFP reporter, fluorescence, 4 h; higher % means a stronger effect; in the data active = a potency from the dose series; inconclusive = inhibition mostly from about 25% at the one dose, without a potency; inactive = the rest, 99 in 100 with inhibition below about 19%;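 also: 0% = induced wells with vehicle and 100% = uninduced wells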
VEEV TC-83 Vero – inhibitors of VEEV TC-83 cytopathic effect, confirmation, Vero cells (AID 588727). inhibition, % at 20 µM, or IC50 in µM where a hit was titrated. Vero cells, VEEV TC-83 cytopathic effect inhibition; higher % means a stronger effect. 350,000 compounds, 0.13% hits; in the data active = a potency from the dose series; inconclusive = inhibition mostly from about 14% at the one dose, without a potency; inactive = the rest, 99 in 100 with inhibition below about 12%; also: strong numbers were not always called active
influenza NS1A – H1N1 influenza NS1A inhibitors, functional cell based assay (AID 504329); NS1A functional cell-based assay, percent inhibition; higher % means a stronger effect; inhibition, % at 12.5 µM, or IC50 in µM where a hit was titrated; 340,000 compounds, 0.3% hits; in the data active = a potency from the dose series; inconclusive = inhibition above about 27% without an active follow-up result; also: strong numbers were not always called active
M. tuberculosis – growth inhibition of non-replicating M. tuberculosis (AID 488890); 320,000 compounds, 0.39% hits; inhibition, % at 25 µM, or IC50 in µM where a hit was titrated; Mycobacterium tuberculosis non-replicating, growth inhibition; higher % means a stronger effect; in the data active = a potency from the dose series; inconclusive = inhibition mostly from about 82% at the one dose, without a potency; inactive = the rest, 99 in 100 with inhibition below about 76%;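 also: plate controls were DMSO cells for no effect and high antibiotic wells for full effect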
VEEV TC-83 Vero 10K pilot screen – also measured in VEEV TC-83 Vero; calls as there; inhibition, %; measured here: 10K pilot screen inhibition
An asterisk follows results filed as active; i = inactive; ? = inconclusive; · = not tested or not shown.

SMILES	M. tuberculosis HTS	Salmonella PhoP GFP	VEEV TC-83 Vero	influenza NS1A	M. tuberculosis	others
Clc1ccc(-c2csc(N/N=C/c3ccco3)n2)cc1	22%	-2%	6.7%	2%	15%
CN1C[C@@H]2[C@@H]3C(=O)N(Cc4ccccc4)C(=O)[C@@H]3[C@](C)(C1=O)N2C(=O)c1ccc(C(F)(F)F)cc1	·	·	i	1%	·
COc1ccccc1NS(=O)(=O)c1ccc(O)c(C(=O)OCc2cccc([N+](=O)[O-])c2)c1	-4%	5%	7.3%	-17%	-8%
COc1ccc(-c2cc(C(F)(F)F)n3ncc(C(=O)NCC4CCCO4)c3n2)cc1OC (configuration not stated)	3%	-7%	9.5%	-6%	-8%
O=C(CCCCCn1nnc2ccccc2c1=O)Nc1ccccc1F	-1%	7%	0.5%	-3%	11%
CCOC(=O)N1CCN(C(=O)C(=O)Nc2sc3c(c2C(=O)O)CC(C)(C)OC3)CC1	-1%	0%	0.9%	1%	5%
Cc1nn(CC(N)=O)c(=O)c2ccccc12	-17%	-10%	i	-14%	-20%
O=C(CN1CCN(S(=O)(=O)c2cccc(Br)c2)CC1)NCCc1cccs1	-9%	·	2.7%	-3%	9%
COc1ccc(CCNC(=O)C2CCC(=O)N2CCc2ccccc2)cc1OC (configuration not stated)	-2%	-10%	i	-29%	-12%
CCOC(=O)c1ccc(NC(=O)N2CCN(Cc3cccc(F)c3)CC2)cc1	?	-10%	i	-6%	12%
N#CCCn1cc(/C=N/NC(N)=S)c(-c2ccccc2)n1	12%	8%	2.2%	3%	46%
CCN(CC)CCNC(=S)Nc1ccc2nc(N3CCN(C)CC3)cc(C)c2c1	-8%	-3%	2.8%	-3%	14%
CCN(CC)C(=O)CSc1nnc2sc3ccccc3n12	-3%	-6%	0.7%	1%	-11%
CCOC(=O)C(C(=O)OCC)C(Nc1ccccc1)c1ccccc1 (configuration not stated)	-7%	8%	0.9%	-6%	6%
O=C(COC(=O)c1ccc(F)c(S(=O)(=O)N2CCOCC2)c1)NCc1ccc(F)cc1	0%	·	i	-1%	-2%
CCOC(=O)c1ccc(NC(=O)N2CCN(Cc3ccccc3)CC2)cc1	-1%	0%	1.0%	0%	28%
COc1ccc(CCN2C(=O)/C(=C\c3ccco3)SC2=S)cc1OC	·	·	3.3%	2%	·
CCc1c(C)nc2[nH]nc(-c3ccccc3C)n2c1=O	6%	-6%	4.3%	0%	20%
O=C1CCCN1C(=O)CCC(=O)N1CCCC1=O	-1%	7%	0.3%	-5%	1%
CCOC(=O)c1c(C)[nH]c(C)c1C(=O)COC(=O)C1CCCN1S(=O)(=O)c1ccccc1F (configuration not stated)	-1%	-2%	1.1%	12%	44%	VEEV TC-83 Vero 10K pilot screen=0.0
CC/C(=N\NC(=S)Nc1ccccc1)c1c(O)[nH]c(=O)[nH]c1=O	7%	4%	0.8%	-1%	1%
COc1ccc2oc(C(=O)NNC(=O)c3ccc(F)cc3)c(C)c2c1	18%	6%	8.0%	-7%	-7%
Cc1onc(-c2ccccc2Cl)c1C(=O)Nc1cccc(-c2nc3ncccn3c2C)c1	2%	-6%	0.8%	5%	28%
CCc1ccc(N2C(=O)CC(NNc3nc4ccccc4s3)C2=O)cc1 (configuration not stated)	3%	-2%	1.8%	2%	6%
CC(=O)c1cccc(NC(=O)CSc2nc(=O)n(CCN3CCOCC3)c3c2CCCC3)c1	-3%	5%	4.6%	-3%	-5%
Additional results
SMILES	M. tuberculosis HTS	Salmonella PhoP GFP	VEEV TC-83 Vero	influenza NS1A	M. tuberculosis	others
NC(=NCCc1ccc(Cl)cc1)NS(=O)(=O)c1ccc(F)cc1	0%	-14%	1.9%	-2%	79%
CC1CN(C(=S)NC(=O)c2ccc(Cl)cc2)CC(C)O1 (configuration not stated)	62%	-2%	1.0%	-8%	-1%
CC(=O)Nc1ccccc1C(=O)OCC(=O)c1ccc2c(c1)OCCO2	21%	-4%	0.5%	-2%	52%
COC(=O)N=Nc1c(O)[nH]c2ccc(Br)cc12	-16%	-3%	0.9%	15%	-2%
O=C(COC(=O)CNC(=O)c1ccc(Cl)cc1Cl)NCc1ccco1	-7%	9%	1.4%	-4%	-1%
CCC12CCC3c4ccc(O)cc4CCC3C1CC(O)C2O (configuration not stated)	·	·	3.5%	-1%	·
N#CC(C#N)=C1C=CC=CN1/C(=C\c1ccco1)C(=O)c1ccccc1	-12%	-5%	3.6%	4%	?
COc1cccc(NC(=O)Cn2c3ccc(F)cc3c3nc4n(c(=O)c32)CCS4)c1	6%	3%	1.8%	-2%	-10%
CS(=O)(=O)c1ccc2nc(NC(=O)Oc3ccccc3)sc2c1	-7%	-3%	3.6%	-8%	-5%
CCOc1ccc(S(=O)(=O)N2CCOCC2)cc1NC(=O)C1CCC1	-10%	-14%	i	-5%	-4%
CCOC(=O)C1=C(C)NC(=O)NC1C(C)C (configuration not stated)	-2%	-4%	0.5%	-7%	1%	VEEV TC-83 Vero 10K pilot screen=0.3
Cc1noc(C)c1CSCC(=O)Nc1ccc(S(C)(=O)=O)cc1	-9%	·	3.1%	4%	-8%
N#Cc1cccc(CN2C=NS(=O)(=O)c3ccccc32)c1	3%	2%	1.4%	-5%	-2%
Cc1ccc(OCCC(=O)N(Cc2ccccc2)c2c(N)n(Cc3ccccc3)c(=O)[nH]c2=O)cc1	-13%	6%	i	-18%	-6%
C=CCn1c(SCC(=O)N2c3ccccc3Sc3ccccc32)nnc1-c1ccco1	6%	2%	7.8%	4%	53%
Cn1cc(S(=O)(=O)N2CCCC2)cc1C(=O)N1CCN(c2ccccc2)CC1	-10%	-5%	2.6%	12%	-18%
COc1ccc(/C=N/NC(=O)c2cccc(C(F)(F)F)c2)cc1	-1%	6%	2.2%	4%	31%
CC(C)c1ccc(-c2c(C#N)c(N)nc(SCC(=O)N3CCCCCC3)c2C#N)cc1	-3%	-11%	·	·	-3%
COC(=O)C1OCOC2C(C(=O)OC)OCOC12 (configuration not stated)	·	·	0.2%	-2%	·
Cc1ccc(NS(=O)(=O)c2ccc(C)c(NC(=S)NCCN3CCOCC3)c2)c(C)c1	-6%	·	4.0%	-5%	45%
CCCCCOc1ccccc1C(=O)NCCCCCC(=O)O	-1%	-1%	4.3%	11%	-13%
COc1ccc2cc(C(c3nnnn3C3CCCC3)N3CCOCC3)c3nnnn3c2c1 (configuration not stated)	2%	-4%	1.1%	3%	2%
Cc1ccc(N2C(=O)[C@@H]3[C@H](C2=O)[C@H]2C=CC=NN2[C@@H]3C(=O)Nc2ccc(Cl)cc2)cc1	-13%	31%	0.7%	3%	24%
CCCCn1c(N)c(N(CC(C)C)C(=O)CSCc2cccc(C)c2)c(=O)[nH]c1=O	-4%	-7%	0.8%	-3%	-4%
CCC(C)Nc1nc(N)c([N+](=O)[O-])c(NCc2ccccc2)n1 (configuration not stated)	-8%	9%	4.8%	7%	2%
Other structures:
SMILES	M. tuberculosis HTS	Salmonella PhoP GFP	VEEV TC-83 Vero	influenza NS1A	M. tuberculosis	others
O=C(C1CCCN(Cc2cccnc2)C1)N1CCCCC1 (configuration not stated)	-1%	2%	0.6%	-4%	-5%
C#CCOCCOCCOCCNc1nc(N2CCN(C(=O)C(Cc3cc4ccccc4[nH]3)n3cc(C(N)C(C)CC)nn3)CC2)nc(N2CCN(C(=O)C(Cc3cc4ccccc4[nH]3)n3cc(C(N)C(C)CC)nn3)CC2)n1 (configuration not stated)	?	37%	3.1%	?	?	VEEV TC-83 Vero 10K pilot screen=1.6
Cc1nnc(NC(=O)CCC(=O)NC2CCCCCCC2)s1	2%	-1%	2.6%	-3%	-7%
CCCc1nc(SCC(=O)Nc2nnc(CC)s2)c2c(C)c(C)sc2n1	-3%	6%	1.5%	1%	9%
C/C(=N\O)c1noc(C)c1C(=O)Nc1nccs1	-3%	-12%	1.6%	-5%	16%
Fc1cc(F)c2nc(N3CCCCC3)sc2c1	1%	-6%	4.1%	-2%	-2%
CC1CCCC(C)N1/N=C/C=C/c1ccccc1[N+](=O)[O-] (configuration not stated)	-2%	-2%	0.1%	27%	17%
COCCN(C(=O)CNC(=O)c1ccco1)C(C(=O)NC1CCCC1)c1ccccc1F (configuration not stated)	-7%	5%	1.0%	-4%	1%
Cc1ccc(Cn2c(=N)n(CC(O)c3ccco3)c3ccccc32)cc1 (configuration not stated)	-10%	-2%	i	12%	·
COC(=O)c1sc2cc(C(F)(F)F)cnc2c1-c1ccccc1	2%	4%	1.6%	-2%	-2%
CCOc1ccc(C(CC(=O)O)NC(=O)COc2ccccc2)cc1 (configuration not stated)	-5%	5%	i	19%	0%
Cc1ccc(-n2nc(C)c(/C=N/NC(=O)c3cccs3)c2Cl)cc1	?	6%	1.3%	-5%	-14%
Cc1cc(=O)[nH]c(SCC(=O)NCc2ccco2)n1	2%	-6%	1.8%	2%	-5%
Cn1c(COc2ccccc2)nnc1SCCN1CCOCC1	1%	3%	i	14%	-10%
O=C(NCCN1CCOCC1)c1ccc(CS(=O)(=O)c2c(Cl)cccc2Cl)o1	-8%	-2%	i	-5%	-7%
O=C(c1ccc2c3c(cccc13)CC2)C1CCCN(CC2CC2)C1 (configuration not stated)	13%	9%	7.3%	5%	16%
CC(C)OCCCNC(=O)c1cccc2c1C(=O)c1ccc(Cl)cc1S2(=O)=O	-7%	·	0.1%	-26%	-16%
CCNC(=O)c1c(O)c2ccccc2[nH]c1=O	0%	17%	7.3%	-6%	25%
c1ccc(COc2ccc(Oc3nc(N4CCCCC4)nc(N4CCOCC4)n3)nn2)cc1	8%	-1%	3.3%	7%	29%
Clc1ccc(-n2nnnc2SCc2cn3ccccc3n2)cc1	7%	-2%	4.8%	-18%	5%
Cc1ccc(C(=O)NCc2nnc(SCC(=O)Nc3ccccc3)n2C)cc1	-1%	1%	0.1%	0%	-21%
COc1ccc(COc2cc(-c3cccc(OC)c3)nc3ccc(NC(=O)c4cccnc4)cc23)cc1	26%	2%	9.1%	15%	31%
CCOc1ccc2nc(NC(=O)c3ccc(S(=O)(=O)N4CCOCC4)cc3)sc2c1	21%	4%	5.6%	-4%	-24%
CN(c1ccccc1)S(=O)(=O)c1cccc(NC(=O)Cc2c(F)cccc2Cl)c1	4%	-10%	7.8%	-1%	12%
COc1ccc(NS(=O)(=O)c2cc(N=Nc3c(O)[nH]c(=O)[nH]c3=O)ccc2Cl)cc1	4%	·	7.1%	3%	62%

Reprinted at random: 6 compounds from above
SMILES	M. tuberculosis HTS	Salmonella PhoP GFP	VEEV TC-83 Vero	influenza NS1A	M. tuberculosis	others
COC(=O)c1sc2cc(C(F)(F)F)cnc2c1-c1ccccc1	2%	4%	1.6%	-2%	-2%
Clc1ccc(-n2nnnc2SCc2cn3ccccc3n2)cc1	7%	-2%	4.8%	-18%	5%
Cc1ccc(Cn2c(=N)n(CC(O)c3ccco3)c3ccccc32)cc1 (configuration not stated)	-10%	-2%	i	12%	·
CCNC(=O)c1c(O)c2ccccc2[nH]c1=O	0%	17%	7.3%	-6%	25%
C/C(=N\O)c1noc(C)c1C(=O)Nc1nccs1	-3%	-12%	1.6%	-5%	16%
O=C(C1CCCN(Cc2cccnc2)C1)N1CCCCC1 (configuration not stated)	-1%	2%	0.6%	-4%	-5%

Continued.
SMILES	M. tuberculosis HTS	Salmonella PhoP GFP	VEEV TC-83 Vero	influenza NS1A	M. tuberculosis	others
O=C(NCc1ccccc1)C1CC(=O)N(c2ccc(OCC(=O)N3CCCC3)cc2)C1 (configuration not stated)	1%	-4%	0.3%	-4%	3%
COc1ccc(C2NC(=O)CS2)cc1 (configuration not stated)	1%	-2%	0.2%	3%	10%
COc1ccccc1CNS(=O)(=O)c1cccs1	5%	-3%	0.9%	-3%	-1%
CC(=O)OC1c2c(ccc3ccc(=O)oc23)OC(C)(C)C1OC(=O)CC(C)C (configuration not stated)	9%	-2%	i	-7%	31%
CSc1nsc(NC(=O)Cc2ccccc2)n1	-1%	-7%	1.9%	1%	14%
O=C(CCC(=O)c1ccc(F)cc1)Nc1cccnc1	9%	-3%	0.6%	-4%	12%
CC(C(=O)Nc1ccc(S(=O)(=O)N2CCCC2)cc1)N1CCCC(C(N)=O)C1 (configuration not stated)	·	·	1.2%	-13%	·
CC(Sc1nnc(-c2ccco2)o1)C(=O)NCCC1=CCCCC1 (configuration not stated)	-2%	-2%	0.3%	6%	?
c1coc(CNc2ncnc3ccccc23)c1	-2%	5%	0.3%	0%	1%
CC(C)n1c(CNC(=O)c2ccccc2F)nnc1SCC(=O)NC1CCCCC1	·	·	1.8%	0%	·
CCOc1ccccc1Nc1nnc(C)c(=O)[nH]1	6%	-6%	0.1%	-9%	-7%

Screening results (PubChem)
